SENP6 inh – SENP6 protease inhibitors, primary screen, biochemical, luminescence, uHTS; Sentrin-specific protease 6 (Homo sapiens), Q9GZR1; Recombinant SENP6 catalytic domain, aminoluciferin luminescence; inhibition, % at 10 µM; 1.8% of 330,000 active;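 active = inhibition above about 50% at the single tested dose, limit read from the data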;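 note: plate controls were DMSO wells with enzyme for no effect and DMSO wells lacking enzyme for full effect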
Target sequence (Q9GZR1 628-1112 limits assumed): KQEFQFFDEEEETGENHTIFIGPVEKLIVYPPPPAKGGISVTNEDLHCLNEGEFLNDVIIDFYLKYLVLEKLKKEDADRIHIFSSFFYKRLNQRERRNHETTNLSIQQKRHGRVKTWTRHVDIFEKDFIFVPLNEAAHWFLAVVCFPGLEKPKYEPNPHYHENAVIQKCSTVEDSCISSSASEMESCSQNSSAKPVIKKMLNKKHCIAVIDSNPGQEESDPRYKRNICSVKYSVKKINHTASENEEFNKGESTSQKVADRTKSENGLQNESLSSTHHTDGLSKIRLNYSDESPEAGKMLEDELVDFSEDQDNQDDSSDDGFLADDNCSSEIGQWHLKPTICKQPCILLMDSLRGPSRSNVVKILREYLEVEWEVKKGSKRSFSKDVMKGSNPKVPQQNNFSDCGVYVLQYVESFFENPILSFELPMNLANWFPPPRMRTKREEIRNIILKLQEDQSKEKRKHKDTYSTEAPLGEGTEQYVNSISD
SENP8 block-1 – SENP8 protease inhibitors, primary screen, biochemical, luminescence; AID 2540, 2010; 1.2% of 330,000 active; inhibition, % at 10 µM; purified SENP8, Z-RLRGG-aminoluciferin cleavage; in the data active = inhibition above about 50%
Target sequence (Q96LD8 whole entry, looked up): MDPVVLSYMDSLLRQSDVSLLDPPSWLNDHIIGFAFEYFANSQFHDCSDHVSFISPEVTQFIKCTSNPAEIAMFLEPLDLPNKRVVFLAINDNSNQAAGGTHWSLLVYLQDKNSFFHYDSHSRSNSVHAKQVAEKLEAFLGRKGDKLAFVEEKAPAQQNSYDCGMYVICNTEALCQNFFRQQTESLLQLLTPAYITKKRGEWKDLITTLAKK
PfGluPho inh – PfG6PD enzyme inhibitors, primary screen, biochemical, fluorescence intensity, uHTS. glucose-6-phosphate dehydrogenase-6-phosphogluconolactonase (Plasmodium falciparum 3D7). PfGluPho enzyme, NADPH resazurin-diaphorase fluorescence. inhibition, % at 20 µM. 0.78% of 350,000 active. AID 504690, 2011;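 active = inhibition reaching at least a set limit at 20 µM in the primary screen, cut at about 59% in these data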;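 note: 0% = DMSO wells with substrate and 100% = DMSO wells lacking glucose-6-phosphate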
SENP1 FRET inh – human SENP1 catalytic domain inhibitors, primary screen, biochemical, FRET, uHTS; AID 624204, 2012; 0.21% of 360,000 active; recombinant SENP1 catalytic domain, CyPet-SUMO1-YPet FRET cleavage; inhibition, % at 10 µM;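 active = inhibition at least 30% at 10 µM, raw YFP signal under a set limit, fluorescence ratio 0.5 to 1.5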;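 note: 0% = enzyme with DMSO and 100% = no enzyme wells; some results filed as inactive read as strong as hits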
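Test system: human SENP1 catalytic domain; medium: Tris pH 8 buffer plus EDTA, NaCl, BME, BSA, NP40, catalase; incubation: 50 min reaction at room temperature; technique: FRET, CFP and YFP emission; controls: no-enzyme low control and enzyme-plus-DMSO high control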
HKDC1 inhibitor – HKDC1 hexokinase inhibitors, primary screen, biochemical, fluorescence, uHTS | recombinant HKDC1, G6PDH/diaphorase resazurin coupled fluorescence | inhibition, % at 20 µM | 0.16% of 340,000 active | AID 493160, 2011;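 active = inhibition above about 35% when tested at 20 µM, limit read from the data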;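 note: plate controls were DMSO wells with enzyme for no effect and DMSO wells lacking enzyme for full effect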
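System: Recombinant HKDC1 hexokinase | Amount: HKDC1 at 5 µg/mL | Reagent: Glucose with 1 mM ATP | Doses: Single 20 µM dose | Incubation: Reaction time 90 min, room temperature, protected from light | Signal: Coupled resazurin fluorescence, excitation 525 nm, emission 613 nm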
beta cell repl – inducers of MIN6 beta-cell proliferation, primary screen, ATP luminescence, uHTS; AID 2380, 2010; 0.29% of 330,000 active; proliferation, % at 10 µM; MIN6 cells proliferation, ATPlite luminescence, 48 h; cells starved in 0.2% serum; 100% = growth in 10% serum;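 active = compounds whose signal lies at least 3.5 SD above the mean of all wells on their plate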;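 note: 0% = DMSO-treated cells in low-serum medium and 100% = 10% serum control; some compounds called inactive have numbers as strong as hits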
SENP7 block – SENP7 protease inhibitors, primary screen, biochemical, luminescence, uHTS. 1.5% of 330,000 active. inhibition, % at 5 µM. Sentrin-specific protease 7 (Homo sapiens), Q9BQF6. AID 434973, 2010. recombinant SENP7, Z-RLRGG-aminoluciferin luminescence, 40 min;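 active = inhibition above about 50% at the single test dose, limit read from the data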;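 note: plate controls were DMSO with enzyme for no effect and no enzyme buffer wells for full effect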
Target sequence (Q9BQF6 706-1050 limits assumed): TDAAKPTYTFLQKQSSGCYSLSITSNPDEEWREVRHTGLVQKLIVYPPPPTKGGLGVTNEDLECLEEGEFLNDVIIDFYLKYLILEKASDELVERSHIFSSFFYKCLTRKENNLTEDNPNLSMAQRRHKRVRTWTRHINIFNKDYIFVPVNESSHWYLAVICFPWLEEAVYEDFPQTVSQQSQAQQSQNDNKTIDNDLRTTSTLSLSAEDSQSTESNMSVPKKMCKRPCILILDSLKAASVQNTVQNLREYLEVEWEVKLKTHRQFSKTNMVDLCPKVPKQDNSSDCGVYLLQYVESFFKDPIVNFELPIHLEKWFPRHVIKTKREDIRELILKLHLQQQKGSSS
SENP8 block-2 – human SENP8 protease inhibitors, primary screen, biochemical, fluorescence, Nedd8 protein substrate, uHTS | recombinant SENP8 | 0.64% of 360,000 active | inhibition, % at 20 µM | AID 602440, 2012 | Sentrin-specific protease 8 (Homo sapiens), Q96LD8; in the data active = inhibition mostly above about 40%, no sharp cut-off; inactive = mostly below about 27%
UBC13 polyUb – UBC13 polyubiquitin chain formation inhibitors, primary screen, biochemical, TR-FRET, uHTS | 0.47% of 330,000 active | Ubiquitin-conjugating enzyme E2 N (Homo sapiens), P61088 | inhibition, % at 20 µM | AID 485273, 2010; in the data active = inhibition above about 45%, passing the limit was not always enough
* marks the source's active call; other numbers are inactive results; i = inactive; . = not tested or not shown.

Under each structure – SENP1 FRET inh	HKDC1 inhibitor	PfGluPho inh	beta cell repl	SENP7 block	SENP6 inh	UBC13 polyUb	SENP8 block-2	SENP8 block-1
> Cn1cc(C(=O)OCC2CCN(CCNS(C)(=O)=O)CC2)c2ccccc21
 : -1	-4	15	4	10	0	44	2	-4
> COc1cc(OC)c2c(c1)OC(=O)CC2c1ccc2c(c1)OCO2 (stereo not given)
 : -9	0	5	.	6	.	.	-89	.
> COCCCn1c(SCC(=O)NC(C)(C)C)nnc1-c1cccs1
 : 2	-2	-5	-3	2	-8	-12	8	-11
> CC(C)(C)NC(=O)COC(=O)c1ccccc1OCC(=O)Nc1ccc(Br)cc1
 : 1	-12	14	-4	-15	5	-3	6	-7
> CC(=O)c1ccc(S(=O)(=O)N2CCC3(CC2)CC(=O)c2ccccc2O3)cc1
 : 1	-4	-10	5	-12	-11	-1	-6	-10
> COCCNC(=O)c1cc(-c2ccccc2)nn1CC1CC(c2cccc([N+](=O)[O-])c2)=NO1 (stereo not given)
 : 1	-4	2	-4	-4	0	3	25	6
> Cc1cc(C)cc(OCC(=O)N/N=C/c2ccc([N+](=O)[O-])o2)c1
 : -10	-3	38	-6	8	10	-21	30	7
> Cn1c(CCNC(=O)c2ccco2)nc2cc(NC(=O)NC3CCCCC3)ccc21
 : 0	-1	-6	-3	1	-3	-2	26	-6
> N#CCCn1c(=S)[nH]c2ccccc21
 : -2	-5	16	-1	-9	-9	-2	23	-1
> COc1ccc(CCN(CC(=O)NC2CCCC2)C(=O)Cn2nnc(-c3ccc(C)o3)n2)cc1OC
 : 0	8	0	0	1	5	-2	10	-3
> CCN(CC)CCNCC(O)(c1ccc(Cl)cc1)c1ccc(Cl)cc1
 : 1	-12	7	-5	-10	-6	4	16	-6
> COCCNc1cc(C)c(C#N)c2nc3ccccc3n12
 : -86	-2	4	-2	-4	-4	0	i	-10
> CCOC(=O)c1cc(NC(=O)N(CC)CC)c(C)nc1C
 : 0	14	0	-1	-7	-30	-10	-29	-12
> COc1ccc(-c2cc3c(=O)n(CC(=O)Nc4ccc(Cl)cc4)ncn3n2)cc1
 : -1	5	-1	0	5	13	-3	-57	13
> O=c1nc2ccc(Cl)cn2c2ccc(S(=O)(=O)N3CCOCC3)cc12
 : -35	-3	1	-2	-3	-20	6	-308	-8
> CCOC(=O)/C(C#N)=C/c1cc2ccccc2nc1N1CCCCC1
 : 90	-1	1	-4	3	4	-16	7	4
> C=C(C)c1cccc(C(C)(C)NC(=O)NC2CC(C)(C)NC(C)(C)C2)c1
 : 2	6	-9	1	5	12	-4	8	3
> COCCOC(=O)c1c(C)oc2ccc(NS(=O)(=O)c3ccccc3)cc12
 : 3	1	-5	5.0*	-10	-11	14	8	-7
> COc1cccc(CNC(=O)c2nnn(CC(=O)Nc3cc(Cl)ccc3C)c2N)c1
 : 1	0	-19	-3	5	-6	-5	11	-1
> Cc1ccccc1Nc1nnc(SCC(=O)NCc2ccco2)s1
 : 0	7	3	-3	6	-5	-4	1	6
> COc1ccc(S(=O)(=O)Nc2cc3c4c(c2)CCC(=O)N4CCC3)cc1
 : 0	-4	-14	2	0	13	0	6	3
> Cc1nn(Cc2ccc(F)cc2)c(C)c1NC(=O)c1cnn2c1NC(c1cccs1)CC2C(F)(F)F (stereo not given)
 : 3	16	-2	1	0	1	8	10	-1
> CC1(C)Cc2ccccc2-c2nc3n(c(=O)c21)CCCS3
 : 2	-10	10	-1	-1	11	6	-56	4
> CCN1C(=O)C(CC(=O)Nc2ccc(OC)cc2)N(Cc2ccc3c(c2)OCO3)C1=S (stereo not given)
 : 1	-5	3	-5	8	-19	22	-82	-5
> COc1ccccc1-n1c(SCC(=O)NC2CCS(=O)(=O)C2)nc2ccccc2c1=O (stereo not given)
 : 1	-3	-10	0	-5	-4	-9	7	-3
> Cc1ccc(S(=O)(=O)Nc2c(NC3CCCCC3)c3ccccc3oc2=O)cc1C
 : -1	-3	-5	-3	9	-7	7	-88	-11
> Cc1ccc(NC(=O)CN2C(=O)c3ccccc3S2(=O)=O)c(C)c1
 : 2	-1	-5	-1	10	-6	5	10	-1
> CCOC(=O)c1nc(C)n(-c2ccc(Cl)cc2)n1
 : 1	-2	-4	-1	-1	2	2	18	5
> COc1ccc(C(=O)OCC(=O)Nc2ccc3c(c2)OCO3)cc1S(=O)(=O)N1CCOCC1
 : -1	-3	6	1	-1	-3	0	10	9
> CCOc1ccc(N(CC(=O)Nc2cccc(Cl)c2)S(=O)(=O)c2c(C)noc2C)cc1
 : 1	4	16	-8	4	-4	8	8	4
> Nc1cccc(CN2CCCC2)c1
 : 0	13	-16	-1	6	-19	-2	18	-8
> CCOc1ccc(NC(=O)CC2C(=O)N(c3ccccc3)C(=O)N2CCOC)cc1 (stereo not given)
 : 1	5	-26	-2	-7	0	-10	7	0
> O=C(Nc1ccccc1F)Nc1ccccc1OC(F)F
 : 0	7	-10	-3	0	-12	13	-2	-9
> CCOC(=O)N1CCN(C(=O)/C(=C/c2ccc(OC)c(OC)c2)NC(=O)c2ccccc2)CC1
 : 0	-7	7	-1	1	-5	1	12	4
> COc1ccccc1-c1noc(CSc2nc(C)cc(=O)[nH]2)n1
 : 0	-9	-3	-2	-6	-3	-1	6	-7
> Cc1ccccc1NS(=O)(=O)c1ccc2c(c1)NC(=O)CCS2
 : 0	-4	5	1	-2	3	0	7	1
> Cc1ccc(S(=O)(=O)CCC(=O)OCC(=O)Nc2cc(S(=O)(=O)N3CCOCC3)ccc2C)cc1
 : 2	-5	-6	-2	-2	6	0	3	0
> CCc1nc(-c2ccccc2O)n(-c2ccccc2)n1
 : 2	-3	4	1	-4	13	10	-8	-5
> CC1=CCC2C(=O)N(c3ccc(N4CCOCC4)cc3)C(=O)C2C1 (stereo not given)
 : -1	-4	12	-3	-10	-30	-6	37	-5
> Cc1ccc(/C(O)=C2\C(=O)C(=O)N(C)C2c2ccccc2[N+](=O)[O-])cc1 (stereo not given)
 : -1	5	8	-2	16	32	-15	-17	1

Laid out differently: entries from further up.
> Cn1c(CCNC(=O)c2ccco2)nc2cc(NC(=O)NC3CCCCC3)ccc21
  SENP1 FRET inh: 0
  HKDC1 inhibitor: -1
  PfGluPho inh: -6
  beta cell repl: -3
  SENP7 block: 1
  SENP6 inh: -3
  UBC13 polyUb: -2
  SENP8 block-2: 26
  SENP8 block-1: -6

> Cc1ccccc1NS(=O)(=O)c1ccc2c(c1)NC(=O)CCS2
  SENP1 FRET inh: 0
  HKDC1 inhibitor: -4
  PfGluPho inh: 5
  beta cell repl: 1
  SENP7 block: -2
  SENP6 inh: 3
  UBC13 polyUb: 0
  SENP8 block-2: 7
  SENP8 block-1: 1

(further entries)
Under each structure – SENP1 FRET inh	HKDC1 inhibitor	PfGluPho inh	beta cell repl	SENP7 block	SENP6 inh	UBC13 polyUb	SENP8 block-2	SENP8 block-1
> Cc1cc(OCCCC(=O)NCCc2ccccn2)ccc1Cl
 : 1	-5	-6	0	-9	3	0	12	-4
> COc1ccc(C2(c3ccc(OC)cc3)NC(=O)N(CC(=O)Nc3ccc(OC(F)F)cc3)C2=O)cc1
 : 0	1	20	-6	5	4	2	6	-2
> CCOC(=O)CNS(=O)(=O)c1ccc(S(=O)(=O)N2CCCC2)cc1
 : 0	-11	-3	1	7	-4	1	10	6
> Cc1ccc(C)c(C(=O)COC(=O)C(C)N2C(=O)C3C4CCC(C4)C3C2=O)c1 (stereo not given)
 : 1	-2	-2	4	-1	4	-5	8	-7
> COc1ccc(-c2csc(=Nc3ccccc3)n2CCO)cc1
 : 2	-7	0	-1	-4	-18	8	9	-5
> O=C(CS(=O)(=O)c1cn(Cc2ccc(Cl)cc2)c2ccccc12)N1CCCC1
 : -52	3	1	4	-1	-22	23	11	7
> CCOc1cc(CNc2cccc3ccccc23)cc(Br)c1OCC(=O)NC(C)(C)C
 : -4	13	25	-3	7	-7	-11	-295	-2
> O=C(Nc1ccc(Cl)c(C(F)(F)F)c1)NC1CC2CCCC(C1)N2C1CC1 (stereo not given)
 : 1	0	19	0	0	-13	21	23	-3
> COc1cc(/C=N\Nc2nncn2N)ccc1OC(C)=O
 : -1	-6	33	-2	-4	5	-6	27	4
> O=C(CN1CCN(c2ccccc2)CC1)N1CCc2[nH]c3ccccc3c2C1
 : -53	3	0	-1	-3	2	-20	-19	3
> CN(c1cccc(NC(=O)Nc2ccc(Cl)cc2)c1)S(C)(=O)=O
 : 1	-5	22	-3	-9	-21	-7	12	-13
> CCN(CC)C(=O)CSc1nnc(-c2cnccn2)n1-c1ccccc1
 : -1	-5	-12	-1	-5	-8	-12	4	-7
> CC(C)C(=O)Nc1cccc(NC(=O)c2ccc([N+](=O)[O-])cc2Cl)c1
 : 0	5	-10	-1	16	-6	1	10	0
> CCCc1cc(-c2nc(N)ncc2-c2csc(C)n2)c(O)cc1OC
 : 3	4	-15	2	-11	19	12	5	5
> O=C1CSc2ccc(S(=O)(=O)NCc3ccccc3Cl)cc2N1
 : 1	3	1	-2	12	-13	5	-25	1
> Cc1nc2ccc(NC(=S)NC3CC3)cc2nc1C
 : 2	-8	3	0	7	2	-4	-7	5
> O=C(CNC(=S)N(Cc1ccc(F)cc1)C1CCCCC1)NCC1CCCO1 (stereo not given)
 : -1	-1	-15	1	9	7	-6	6	-2
> N#Cc1ccc(/C=N/NC(=O)c2ccccc2F)cc1
 : 0	8	16	0	1	25	6	17	1
> O=C(Nc1nnc(SCc2ccc(F)cc2)s1)c1cccnc1Cl
 : 2	-1	-11	-2	1	-21	-3	-48	-7
> Cc1cc(C)n2cc(CSc3nnnn3-c3ccccc3)nc2n1
 : 1	3	7	-2	-5	2	3	-154	4
> O=C(CSc1ccccc1)N1CCN(c2ccccn2)CC1
 : 1	-8	-7	0	0	13	4	-16	2
> CCOc1ccccc1N1CCN(CC(=O)Nc2nc(C)c(C(=O)N(C)C)s2)CC1
 : 2	-4	10	0	11	-16	-4	2	-6
> COc1ccc2c(c1)CC(C(=O)Nc1ccc(Cl)cc1)/C(=N/O)O2 (stereo not given)
 : 0	-6	-4	1	0	21	0	16	8
> CCCCCCCCC(=O)N/N=C(\C)c1ccco1
 : 3	-9	-8	0	-9	-24	6	6	-6
> COc1ccc(CN(C)CC(=O)Nc2ccccc2-c2ccccc2)c(OC)c1
 : -2	-2	-5	-4	-9	-14	-18	7	-5
> S=C(NCC1CCCO1)Nc1ccc(Cl)cc1 (stereo not given)
 : 0	-7	-3	-2	-12	-16	2	24	-10
> COc1ccc(C(=O)c2c(C)c(CCC#N)n3ccccc23)c(OC)c1
 : -1	-3	-4	-1	-7	-12	2	8	-3
> Cc1ccc(CN(C)C(=O)c2cccc(S(=O)(=O)N3CCCC3)c2)cc1
 : 4	-6	-3	5	-2	-2	16	1	1
> O=C(COC(=O)c1cnccn1)NC1CCCc2ccccc21 (stereo not given)
 : -5	-5	-3	1	7	5	2	-2	0
> Cc1ccc2[nH]c3c(N4CCc5ccccc5C4)ncnc3c2c1
 : -56	2	36	-4	9	6	5	-470	-5
